PLCg1 inh: inhibitors of human phospholipase C gamma1 | purified PLC-gamma1, fluorogenic substrate, fluorescence | inhibition, % at 12.2 µM | hit rate 0.84% among 370,000 | AID 720700; in the data active = inhibition above about 9.5%
Target sequence (P19174 whole entry, looked up): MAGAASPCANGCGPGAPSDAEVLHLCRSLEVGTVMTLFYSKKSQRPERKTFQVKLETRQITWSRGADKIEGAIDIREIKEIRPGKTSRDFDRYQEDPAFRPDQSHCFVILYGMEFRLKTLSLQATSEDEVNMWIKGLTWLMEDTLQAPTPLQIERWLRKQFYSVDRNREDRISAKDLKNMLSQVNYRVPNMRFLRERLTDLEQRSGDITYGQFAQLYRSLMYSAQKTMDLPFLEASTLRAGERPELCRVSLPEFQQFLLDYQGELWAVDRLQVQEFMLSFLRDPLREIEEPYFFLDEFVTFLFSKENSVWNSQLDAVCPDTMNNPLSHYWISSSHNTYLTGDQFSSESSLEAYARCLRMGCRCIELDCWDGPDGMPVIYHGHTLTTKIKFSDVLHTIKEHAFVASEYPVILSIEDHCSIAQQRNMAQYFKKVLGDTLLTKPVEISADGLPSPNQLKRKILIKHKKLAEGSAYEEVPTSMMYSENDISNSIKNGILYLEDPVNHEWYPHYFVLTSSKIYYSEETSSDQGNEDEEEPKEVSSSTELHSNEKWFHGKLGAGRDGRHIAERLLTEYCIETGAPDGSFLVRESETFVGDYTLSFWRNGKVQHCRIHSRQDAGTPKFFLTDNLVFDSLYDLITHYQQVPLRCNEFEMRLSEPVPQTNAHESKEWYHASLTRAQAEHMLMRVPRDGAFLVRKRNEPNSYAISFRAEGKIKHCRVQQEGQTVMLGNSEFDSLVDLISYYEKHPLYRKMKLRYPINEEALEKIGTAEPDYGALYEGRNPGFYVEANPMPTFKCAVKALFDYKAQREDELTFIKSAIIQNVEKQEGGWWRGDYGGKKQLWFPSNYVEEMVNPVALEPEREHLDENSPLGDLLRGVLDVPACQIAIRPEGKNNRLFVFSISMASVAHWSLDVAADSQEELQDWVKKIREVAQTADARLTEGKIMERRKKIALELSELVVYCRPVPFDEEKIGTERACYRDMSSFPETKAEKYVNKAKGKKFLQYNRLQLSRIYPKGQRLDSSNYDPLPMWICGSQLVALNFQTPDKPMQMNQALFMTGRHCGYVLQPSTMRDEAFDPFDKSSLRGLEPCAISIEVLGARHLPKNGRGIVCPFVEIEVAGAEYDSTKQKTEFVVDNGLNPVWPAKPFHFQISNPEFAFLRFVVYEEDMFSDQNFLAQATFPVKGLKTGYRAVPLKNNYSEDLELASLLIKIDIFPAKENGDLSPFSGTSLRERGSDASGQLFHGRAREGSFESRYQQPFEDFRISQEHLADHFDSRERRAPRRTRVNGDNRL
Tn6 DDE FP: inhibitors of Tn6 peptide binding to human fibrin DD(E) | Fibrin DD(E) TRITC-Tn6 fluorescence polarization displacement | inhibition, % at 8.3 µM | hit rate 0.21% among 370,000;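 active = inhibition above a per-campaign cutoff: mean of compounds within control limits plus 3 SD, cut at about 15% in these data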;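 also: 0% = median of all compound wells on the plate and 100% = blocking peptide control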
ASAP1 GAP inh: inhibitors of human ASAP1 ArfGAP activity; ASAP1-stimulated ARF1 GTP hydrolysis, GDP FP detection; inhibition, % at 16.5 µM; AID 624377; Q9ULH1; hit rate 0.19% among 360,000; in the data active = inhibition above about 25%;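 also: 0% = vehicle with enzyme and substrate and 100% = no enzyme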
KLK7 zymogen act: proKLK7 (human) activation, primary screen; AID 652039; P49862; hit rate 0.9% among 370,000; purified proKLK7, EDANS-DABCYL substrate fluorescence; 100% is mature enzyme control, 0% vehicle; activation, % at 7 µM;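 active = activation above the mean of all tested compounds plus 3 SD, computed per campaign excluding outliers beyond control limits, cut at about 13% in these data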
PLC-beta3 inh: blocks human PLC-beta3 enzyme activity. Q01970. Purified PLC-beta3, fluorogenic substrate, fluorescence. inhibition, % at 12.2 µM. hit rate 0.18% among 370,000; in the data active = inhibition above about 11%;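 also: 0% = median of compound wells on plate and 100% = full blocker control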
UHRF1 binding: human UHRF1 methylated DNA binding inhibitors. Q96T88. UHRF1 binding to methylated oligo, TR-FRET. inhibition, % at 4.4 µM. hit rate 0.75% among 370,000. AID 687016; in the data active = inhibition above about 21%;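 also: UHRF1 SRA domain binding a hemimethylated CpG hairpin DNA probe; 0% = median of test compound wells and 100% = reference inhibitor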
ADAM17 inh: inhibitors of human ADAM17 | P78536 | recombinant ADAM17, EDANS/DABCYL FRET peptide cleavage | inhibition, % at 6.95 µM | hit rate 0.83% among 370,000;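 active = inhibition above the mean of compounds lying between control limits plus 3 SD, set per campaign, cut at about 8.5% in these data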;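 also: 0% = DMSO-only wells as the low control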
ARFGAP1 inhibitor: inhibitors of rat ARFGAP1; hit rate 0.26% among 360,000; Q62848; Arfgap1-stimulated ARF1 GTP hydrolysis, GDP FP detection; inhibition, % at 16.5 µM; AID 651572;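 active = inhibition above a per-plate limit, mean inhibition of low control wells plus 3 SD, cut at about 25% in these data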;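 also: 0% = DMSO wells with enzyme and 100% = wells lacking Arfgap1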
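Material: truncated rat Arfgap1 GAP domain; Incubation: compound-enzyme preincubation 20 min, reaction 120 min, detection 60 min, 25 °C; Read-out: percent inhibition of Arfgap1-stimulated GTP hydrolysis; Technique: FP, GDP Alexa 633 tracer displaced from anti-GDP antibody, 620/688 nm; Controls: No-Arfgap1 wells (100%) versus DMSO full-reaction wells (0%); Replication: single well per compound.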
MBD2 inh: blocks human MBD2 binding to methylated DNA; TR-FRET, MBD2 binding to methylated oligonucleotide; inhibition, % at 4.4 µM; hit rate 0.31% among 370,000; in the data active = inhibition above about 13%
DDE Tn7 FP inh: disrupts Tn7 cyclic peptide binding to fibrin D-Dimer-E complex; FP displacement of FITC-Tn7 peptide from fibrin DD(E); 0% = median of compound wells per plate; hit rate 0.13% among 370,000; P02675; inhibition, % at 8.3 µM; AID 720508;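 active = inhibition above the mean of compounds falling within the control limits plus 3 SD of them, cut at about 14% in these data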;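 also: 0% = plate median of compound wells and 100% = 10 µM Aha-Tn7 peptide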
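assay system = human clot-derived fibrin DD(E) complex | quantity = Fibrin-DD(E) at 2 µM final | timing = 10 min preincubation, 3 h with tracer, room temperature | signal = fluorescence polarization | measure = percent inhibition | benchmarks = high control wells with 10 µM unlabelled Aha-Tn7 peptide (full inhibition) | replicates = singlicate testing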
* marks the source's active call; other numbers are inactive results; . = no result given.

ADAM17 inh	ARFGAP1 inhibitor	Tn6 DDE FP	ASAP1 GAP inh	UHRF1 binding	KLK7 zymogen act	DDE Tn7 FP inh	PLCg1 inh	MBD2 inh	PLC-beta3 inh	compound
-108.6	16.8	-0.6	19.0	14.0	-1.6	-5.5	-138.3	2.7	-223.0	COc1ccc(-c2oc3ccccc3c2C#CC(C)(C)O)cc1
-0.1	-2.4	4.0	-8.8	2.2	0.1	0.1	0.7	-2.0	1.3	Cn1nnnc1SCC(=O)NCc1cc([N+](=O)[O-])ccc1O
-1.6	-12.6	2.7	6.7	-2.1	0.2	2.9	3.8	-1.9	1.3	O=C(C1CCN(C2CC(=O)N(c3ccc(Cl)cc3)C2=O)CC1)N1CCOCC1 (stereo not given)
0.7	9.6	5.6	0.0	-1.7	0.6	-2.8	2.7	-0.7	2.4	CC(=O)NCCc1ccc(C(=O)COC(=O)c2cccs2)cc1
1.9	-7.4	-3.3	-12.0	1.1	0.5	-4.1	1.8	2.1	-7.8	COc1ccc(CCN(C)C(=O)c2cccc(S(=O)(=O)N3CCN(c4ccc(F)cc4)CC3)c2)cc1OC
-5.9	-1.1	-1.1	6.7	2.5	-0.8	-0.9	-0.9	-3.4	0.1	CSc1nsc(SCC(=O)Nc2nc3ccc(C)cc3s2)n1
-6.2	-1.3	-2.8	0.1	3.8	-1.7	3.0	-14.3	10.2	-38.8	Cc1cccc(OCC(=O)NCC(=O)N/N=C/c2cc(Br)cc(Br)c2O)c1
-0.3	-2.8	1.5	-7.8	-3.1	-0.6	2.1	-0.2	1.1	1.8	O=C(COC(=O)CCc1nc2ccccc2c(=O)[nH]1)Nc1ccccc1OC(F)F
-0.8	-0.3	-4.4	-4.6	1.2	0.3	3.2	-0.2	6.3	-6.3	CC(NC(=O)COC(=O)c1ccc(S(=O)(=O)N2CCOCC2)cc1)c1ccccc1 (stereo not given)
-7.7	5.1	5.0	12.7	-0.2	0.3	5.9	0.5	1.9	-8.4	CCOC(=O)COc1cccc2c(=O)n(CC(=O)NCc3ccccc3)ccc12
2.0	13.1	-0.7	-3.9	-0.7	-0.4	-6.3	2.3	0.7	-1.8	Cc1nc(NC(=O)CCCC(=O)Nc2nc(C)c(C)s2)sc1C
1.0	3.9	-3.3	-0.6	-0.5	0.3	4.5	0.3	3.1	2.4	O=C(CCl)Nc1ccccc1C(=O)c1ccccc1
-4.8	4.8	3.3	0.9	0.5	-0.1	5.1	-1.9	4.7	-1.6	O=C(CCc1ccccc1)NCc1ccncc1
-4.8	8.2	1.2	-7.6	1.4	-0.4	1.2	-0.2	-1.1	3.4	CCCCNC(=O)CC1N=C2c3ccccc3N=C(SCC(=O)Nc3ccc(OC)cc3)N2C1=O (stereo not given)
3.9	7.3	-3.9	-0.7	8.8	-0.7	-2.2	2.1	2.3	6.3	Cc1nn(S(=O)(=O)c2cccs2)c(C)c1Sc1ccc([N+](=O)[O-])cc1

Just ASAP1 GAP inh, for some of the entries so far:
SMILES | ASAP1 GAP inh
O=C(CCc1ccccc1)NCc1ccncc1 | 0.9
CCCCNC(=O)CC1N=C2c3ccccc3N=C(SCC(=O)Nc3ccc(OC)cc3)N2C1=O (stereo not given) | -7.6
Cc1nn(S(=O)(=O)c2cccs2)c(C)c1Sc1ccc([N+](=O)[O-])cc1 | -0.7

A run of entries from further up, for reference:
ADAM17 inh	ARFGAP1 inhibitor	Tn6 DDE FP	ASAP1 GAP inh	UHRF1 binding	KLK7 zymogen act	DDE Tn7 FP inh	PLCg1 inh	MBD2 inh	PLC-beta3 inh	compound
1.9	-7.4	-3.3	-12.0	1.1	0.5	-4.1	1.8	2.1	-7.8	COc1ccc(CCN(C)C(=O)c2cccc(S(=O)(=O)N3CCN(c4ccc(F)cc4)CC3)c2)cc1OC
-5.9	-1.1	-1.1	6.7	2.5	-0.8	-0.9	-0.9	-3.4	0.1	CSc1nsc(SCC(=O)Nc2nc3ccc(C)cc3s2)n1
-6.2	-1.3	-2.8	0.1	3.8	-1.7	3.0	-14.3	10.2	-38.8	Cc1cccc(OCC(=O)NCC(=O)N/N=C/c2cc(Br)cc(Br)c2O)c1

(more compounds)
ADAM17 inh	ARFGAP1 inhibitor	Tn6 DDE FP	ASAP1 GAP inh	UHRF1 binding	KLK7 zymogen act	DDE Tn7 FP inh	PLCg1 inh	MBD2 inh	PLC-beta3 inh	compound
-0.2	-3.6	-0.4	-7.5	-0.2	-0.1	2.3	-1.0	-5.2	-2.5	O=C1CN(C(=O)c2ccc(Br)o2)C(c2ccccc2)c2cc(Br)ccc2N1 (stereo not given)
1.6	6.1	0.0	0.8	1.4	-0.4	-8.7	4.5	-0.5	2.9	O=C(Oc1cc(-c2ccccc2)no1)c1cccc(C(F)(F)F)c1
-1.3	0.2	2.2	-2.9	2.8	-0.2	2.4	4.7	-0.5	1.1	CCOC(=O)c1cc2c(nc1NC(=S)Nc1ccccc1)CC(C)(CC)OC2 (stereo not given)
-1.5	-6.3	2.8	1.4	-1.8	0.6	1.9	2.5	1.7	-0.7	CC(C)Cc1nnc(NC(=O)CC(C)c2ccccc2)s1 (stereo not given)
5.2	2.1	-2.6	4.0	-0.5	-0.7	-2.4	3.6	1.9	0.7	COc1ccc(NS(=O)(=O)c2ccc(N3CCCC3)c(NC(=S)Nc3cccc(C)c3C)c2)cc1
-2.1	2.2	-4.8	3.6	0.4	-0.1	2.4	-1.5	-6.5	6.1	Fc1ccccc1CCNc1nnnn1-c1ccccc1
-2.4	-3.9	3.7	1.4	-0.3	-0.4	-0.4	-13.8	-2.2	-9.0	COc1ccc(-c2coc3cc4oc(=O)c5ccccc5c4cc23)cc1F
0.6	2.1	-0.8	-1.1	4.9	0.0	1.8	4.1	0.8	-7.8	COc1ccc(/C=C2\CCC(C3CCCC3)C2=O)cc1OC (stereo not given)
4.7	4.8	-2.2	1.5	-1.0	-2.0	3.6	-0.1	-1.9	-2.4	CCOc1ccc(/C=N/NC(=O)NC23CC4CC(CC(C4)C2)C3)cc1O
4.7	-5.3	1.1	-5.2	-1.5	0.3	3.0	-12.0	-5.9	-18.0	Fc1ccc2cnc(-c3ccccc3)c(-c3cc(C(F)(F)F)cc(C(F)(F)F)c3)c2c1
-1.2	2.1	2.4	3.3	-1.1	0.4	0.1	-0.9	-0.2	4.8	C1CCc2nc3c(nc2C1)CCCC3
0.9	-3.5	4.7	2.5	0.9	-0.5	1.0	-2.4	-2.7	-3.1	Cc1cc(C)nc(NS(=O)(=O)c2ccc(NC(=O)C(C)Oc3ccccc3F)cc2)n1 (stereo not given)
-1.7	-6.7	5.7	-0.6	-0.4	0.0	1.3	0.0	-3.7	-6.2	CNC(=O)C12CC3CC(C1)CC(c1ccc(C)cc1)(C3)C2
-2.7	.	-2.9	.	-5.8	.	-4.7	-18.7	-5.7	-28.4	Oc1ccc(CCc2c(F)cccc2F)c2cccnc12
-6.3	-6.0	-0.3	-1.4	-2.8	-0.1	0.2	-45.6	-5.5	-61.4	COC(=O)c1nn2c(C(F)(F)F)cc(-c3ccc(Br)o3)nc2c1Br
6.3	10.5	4.1	0.3	-4.3	0.7	1.6	-1.7	-3.1	-4.2	C[C@H](CO)N1C[C@H](C)[C@@H](CN(C)S(=O)(=O)c2ccc(F)cc2)Oc2ccc(NC(=O)Nc3ccccc3)cc2C1=O
-18.2	0.6	-4.0	16.4	-2.4	0.6	1.6	-47.4	-2.3	-56.2	Cc1cccc(NC(=S)NCc2ccc3[nH]c4c(c3c2)CCCC4)c1
-4.9	-0.1	-1.5	6.5	-2.8	-0.4	7.9	0.6	3.4	-17.2	Cn1cccc1-c1cc(C(=O)N/N=C/c2ccccc2Cl)[nH]n1
2.5	2.4	-1.9	2.6	-0.3	0.4	-0.8	5.4	-3.7	-2.8	COc1cccc(CCC(=O)N(C)C2CCCN(Cc3ccccc3F)C2)c1 (stereo not given)
0.5	3.3	12.9	22.1	-0.6	-0.1	2.4	10.2*	0.7	3.1	CC(C)(C)C(=O)Cn1c[n+](N)cn1
-26.6	-3.1	2.1	-1.7	12.3	23.4*	1.0	1.6	4.4	-0.8	COc1ccc(NC(=O)c2ccc(NC(=O)CSc3nc(N)cc(=O)[nH]3)cc2)cc1
-1.6	-6.8	-2.1	-11.5	2.5	-0.2	3.1	1.6	7.1	2.1	NC(=O)NCCCC(=O)O
5.3	-8.6	4.2	0.2	-1.4	-0.2	-1.9	-2.7	0.2	-8.2	CCOC(=O)N1CCN(C(=O)C(NC(=O)c2ccc(C(C)(C)C)cc2)C(C)C)CC1 (stereo not given)
2.2	-9.4	7.0	-6.1	-4.7	-0.2	4.2	2.6	0.1	1.1	COc1ccc2c(c1)nc(SCC(=O)c1cccs1)n2C
-2.2	11.0	-0.6	-4.8	-2.6	0.0	1.4	7.1	-2.5	4.5	COc1cccc(C(=O)NCC(=O)N/N=C/c2cccs2)c1
2.0	7.5	-7.8	7.3	1.7	0.6	-5.6	3.3	-0.4	2.4	O=C(Nc1ccccc1C(=O)NCC1CCCO1)c1ccccc1 (stereo not given)
3.8	7.0	6.6	-2.0	-3.6	-0.2	0.4	2.3	-3.2	-5.4	COc1ccc(C(=O)N/C(=C\c2cn(S(=O)(=O)N(C)C)c3ccccc23)C(=O)NCCCN2CCOCC2)cc1
-6.0	3.7	-8.7	5.9	2.3	0.1	7.2	6.7	3.7	1.8	COC(=O)Nc1nnc(Cc2ccc(OC)cc2)s1
-4.7	7.5	1.2	20.6	2.3	0.6	3.2	2.1	2.9	-7.7	COC(=O)COc1ccc(/C=N/NC(=O)CN(c2ccccc2OC)S(=O)(=O)c2ccccc2)cc1
-5.2	.	5.1	.	-2.2	.	-3.2	1.7	-1.8	-2.4	O=C(NCc1ccc(Cl)c(Cl)c1)O[C@H]1CC[C@@]23CCCN2C(=O)CCC[C@H]3C1
-1.5	0.2	0.8	5.5	-0.6	0.4	1.8	1.9	-6.1	0.1	CCC(CC)c1nnc(NC(=O)CS(=O)(=O)Cc2ccccc2)s1
-0.7	.	10.4	.	-4.1	0.0	1.0	5.2	1.4	5.4	COc1ccc(C(=O)CSc2nnc(-c3n[nH]c4c3CCC4)n2N)cc1OC
-3.5	-2.2	-4.6	-2.2	1.4	0.2	0.1	1.7	5.2	0.9	CN(C(=O)c1cccc(NC(=O)Cc2cccc(NC(=O)C3CCN(C(=O)C4CCC4)CC3)c2)c1)C1CCC1
-7.0	27.3*	-9.2	5.0	1.6	-0.3	3.8	3.1	6.7	-10.7	Cc1cccc(NC(=O)CCN2CCC(C)CC2)c1

Quoted from the listing:
Value of COc1ccc(C(=O)CSc2nnc(-c3n[nH]c4c3CCC4)n2N)cc1OC in PLCg1 inh: 5.2
Value of CCC(CC)c1nnc(NC(=O)CS(=O)(=O)Cc2ccccc2)s1 in ARFGAP1 inhibitor: 0.2

Compound activity deposited in PubChem BioAssay by The Scripps Research Institute Molecular Screening Center.
